UBC13 inh: blocks human UBC13 polyubiquitin chain formation | P61088 | TR-FRET | actives 0.47% (n = 330,000) | inhibition, % at 20 µM; in the data active means inhibition above about 45%, passing the limit was not always enough
Apaf1 inhib: blocks human Apaf-1 apoptosome activity; O14727; reconstituted apoptosome caspase-3 activity, DEVD-Rh110 fluorescence; inhibition, % at 20 µM; actives 0.71% (n = 330,000); active means inhibition of at least 40% at 20 µM;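 further: plate controls were DMSO wells for no effect and DEVD-CHO caspase inhibitor wells for full effect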
Target sequence (O14727 whole entry, looked up): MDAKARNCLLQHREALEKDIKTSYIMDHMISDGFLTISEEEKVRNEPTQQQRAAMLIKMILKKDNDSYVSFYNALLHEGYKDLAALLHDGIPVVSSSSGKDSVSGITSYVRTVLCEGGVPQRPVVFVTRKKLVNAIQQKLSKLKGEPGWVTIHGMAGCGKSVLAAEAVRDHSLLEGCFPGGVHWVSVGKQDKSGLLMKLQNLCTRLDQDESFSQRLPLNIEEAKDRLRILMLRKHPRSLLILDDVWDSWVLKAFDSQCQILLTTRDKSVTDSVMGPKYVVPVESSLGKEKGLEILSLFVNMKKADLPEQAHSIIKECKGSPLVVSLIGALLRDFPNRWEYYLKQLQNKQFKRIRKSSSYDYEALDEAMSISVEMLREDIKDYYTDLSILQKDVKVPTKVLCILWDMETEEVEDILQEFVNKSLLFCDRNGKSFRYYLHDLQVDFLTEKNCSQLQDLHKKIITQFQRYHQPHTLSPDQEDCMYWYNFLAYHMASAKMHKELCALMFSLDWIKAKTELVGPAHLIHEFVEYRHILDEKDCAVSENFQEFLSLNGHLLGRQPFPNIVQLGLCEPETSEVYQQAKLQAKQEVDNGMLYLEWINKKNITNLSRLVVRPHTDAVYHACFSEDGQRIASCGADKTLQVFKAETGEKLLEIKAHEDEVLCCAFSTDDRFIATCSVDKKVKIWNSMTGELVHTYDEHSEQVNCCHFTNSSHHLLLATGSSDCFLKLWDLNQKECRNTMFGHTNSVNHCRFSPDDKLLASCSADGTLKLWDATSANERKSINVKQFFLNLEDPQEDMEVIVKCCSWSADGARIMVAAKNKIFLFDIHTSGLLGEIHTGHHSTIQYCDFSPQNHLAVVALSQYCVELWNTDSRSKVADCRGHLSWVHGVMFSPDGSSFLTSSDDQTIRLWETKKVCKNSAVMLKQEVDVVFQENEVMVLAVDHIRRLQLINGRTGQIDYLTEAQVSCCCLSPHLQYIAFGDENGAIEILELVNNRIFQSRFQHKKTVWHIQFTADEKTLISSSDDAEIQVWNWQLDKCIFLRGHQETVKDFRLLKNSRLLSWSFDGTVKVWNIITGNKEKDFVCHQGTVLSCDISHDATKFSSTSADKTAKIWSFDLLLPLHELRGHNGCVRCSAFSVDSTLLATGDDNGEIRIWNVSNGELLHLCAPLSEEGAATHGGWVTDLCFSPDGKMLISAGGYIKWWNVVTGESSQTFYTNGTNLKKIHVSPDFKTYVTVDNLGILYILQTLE
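detection = Rh110 fluorescence intensity | test system = biochemical Apaf-1 apoptosome reconstitution | also added = cytochrome c and DEVD-Rh110 substrate | schedule = 30 min plus 50 min, RT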
Jurkat NFkB inh: inhibitors of the PMA/ionomycin-induced NF-kB reporter in Jurkat cells; PMA/ionomycin-induced NF-kB luciferase reporter, luminescence; inhibition, % at 4 µM; actives 0.53% (n = 330,000); AID 435003
EBI2 antag: antagonists of human EBI2 receptor. P32249. EBI2 beta-arrestin recruitment, luminescence, 7a,25-OHC stimulated. inhibition, % at 5 µM. actives 0.81% (n = 360,000). AID 651636; in the data active means inhibition above about 38%;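 further: enzyme fragment complementation signal reports receptor beta-arrestin coupling in cells; 0% = agonist plus DMSO wells and 100% = wells without agonist; some results beyond the cut were filed as inactive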
697 NFkB inh: inhibitors of the PMA/ionomycin-induced NF-kB reporter in 697 B cells. inhibition, % at 4 µM. AID 435022. 697 B-cell NF-kB luciferase reporter, 16 h. actives 0.33% (n = 330,000); in the data active means inhibition above about 35%
Gli-Sufu block: blocks Gli-Sufu signaling in a luciferase reporter; AID 588413; Sufu-KO-LIGHT fibroblasts, Gli luciferase reporter luminescence; inhibition, % at 5 µM; actives 0.74% (n = 340,000);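 active means inhibition above about 55%, limit read from the data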;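 further: 0% = DMSO-treated cells and 100% = wells with medium but no cells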
CCR6 antag: blocks CCL20-driven beta-arrestin recruitment at human CCR6; P51684; CHO-K1 CCR6 PathHunter beta-arrestin, luminescence, CCL20-stimulated; inhibition, % at 20 µM; actives 0.49% (n = 340,000); AID 493098;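 active means compounds whose inhibition of the agonist-driven luminescence signal at 20 µM reaches about 50%, limit read from the data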;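 further: cells stimulated with CCL20 at 14 nM final; plate controls were DMSO with CCL20 for no effect and DMSO without agonist for full effect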
SENP8 inh: SENP8 protease inhibition; Q96LD8; purified SENP8, Z-RLRGG-aminoluciferin cleavage, luminescence; inhibition, % at 10 µM; actives 1.2% (n = 330,000); AID 2540
* marks the source's active call; other numbers are inactive results; . = no result given. Unless noted, no stated cut-off is given here; in the data, active means inhibition above about 50%; inactive means the rest. This is a subset, so the mix of outcomes need not match the whole.

SMILES	UBC13 inh	Apaf1 inhib	Jurkat NFkB inh	EBI2 antag	697 NFkB inh	Gli-Sufu block	CCR6 antag	SENP8 inh
COc1ccc(CNC(=O)c2ccc[nH]2)cc1	7	-5	11	3	6	-7	3	-3
Cn1cc(C(=O)N/N=C/c2c(O)ccc3ccccc23)ccc1=O	-10	-3	59*	9	14	43	0	-1
CCOC(=O)N1CCC(NS(=O)(=O)c2ccc(C)cc2)CC1	1	-9	6	0	8	-18	7	2
O=C(CSc1nc2ccccc2o1)N/N=C/c1ccccc1C(=O)O	19	2	-34	-7	-20	-6	3	-5
CCCCCC1CC(CC(=O)Nc2nncs2)C(=O)O1 (stereo unspecified)	8	-3	-5	-11	-2	-6	-20	-1
O=C(Cn1c2ccc(F)cc2c2nc3n(c(=O)c21)CCS3)Nc1ccccc1F	17	3	-1	.	-6	.	.	-9
Cc1ccc(C2(c3noc(CN(C)CC4CCCCO4)n3)CCCC2)cc1 (stereo unspecified)	-16	-413	-6	-10	10	-4	19	-9
Cn1c(=NC(=O)c2ccccc2[N+](=O)[O-])sc2cc(S(C)(=O)=O)ccc21	1	-2	-147	-12	-182	-62	-5	-6
CCn1c(SCC(=O)c2ccc(Br)cc2)nnc1C(C)NC(=O)Cc1ccc(OC)cc1 (stereo unspecified)	10	-4	10	2	12	0	4	-3
Cc1cccc(OCCC(=O)NCC(c2ccco2)N2CCCCC2)c1 (stereo unspecified)	-9	5	-7	5	-43	0	-5	-1
Cc1ccc(-c2cc(C(=O)N/N=C/c3ccc(Cl)cc3)n[nH]2)o1	0	31	-1	4	8	-26	-14	1
CC(=O)c1c(C)[nH]c(C(=O)N2CCCC(C)C2)c1C (stereo unspecified)	4	-1	-3	-5	5	1	3	0
Cc1ccccc1NC1=C(Cl)C(=O)OC1OC(=O)c1ccco1 (stereo unspecified)	0	-8	16	-10	16	-10	-6	-2
CCOc1ccc(S(=O)(=O)NCCc2cn3ccccc3n2)cc1	6	-10	7	12	10	-10	9	-9
Cc1cc(CNC(=O)C2CCC(=O)N(CCc3ccc(Cl)cc3)C2)no1 (stereo unspecified)	-4	0	-4	4	11	1	15	6
COC(=O)c1ccc(NS(=O)(=O)c2ccc(Cl)cc2)o1	-4	-3	2	5	6	-4	-13	4
CCn1c(CNC(=O)c2ccc(F)cc2)cc2ccccc21	3	1	-11	-2	-27	-15	-8	-8
O=C(NC1CC1)C1CCN(C2CCN(C(=O)Cc3ccc(F)cc3)CC2)CC1	-6	-4	10	-1	-3	-4	-8	3
COc1ccc(CN(C)C(=O)c2cccc(S(=O)(=O)N3CCc4ccccc43)c2)c(OC)c1	3	17	-19	5	4	-11	18	-4
O=C(CSc1ccc2nnc(-c3ccccc3)n2n1)N1CCCc2ccccc21	9	7	9	19	5	14	-10	-7
C=CCSc1nsc(NC(=O)Nc2cccc(C(C)=O)c2)n1	8	5	-4	6	-28	-25	9	1
O=[N+]([O-])c1cc(S(=O)(=O)Nc2ccccc2)ccc1NCc1ccccc1	7	16	-2	3	-3	-1	15	-2
CCn1cc([N+](=O)[O-])c(C(=O)N2N=C(c3ccc4ccccc4c3)CC2c2ccccc2O)n1 (stereo unspecified)	-16	21	-11	2	4	-2	11	-2
N#Cc1cc(-c2ccccc2)cn(Cc2c(Cl)cccc2Cl)c1=O	29	2	-5	36	8	2	1	-8
O=C(c1noc2c1CCCC2)N1CCc2ccccc2C1	9	7	-25	-10	-18	-25	15	3

Jurkat NFkB inh: what is marked active above.
structure | UBC13 inh | Jurkat NFkB inh | EBI2 antag | 697 NFkB inh | CCR6 antag
Cn1cc(C(=O)N/N=C/c2c(O)ccc3ccccc23)ccc1=O | -10 | 59* | 9 | 14 | 0

The list goes on.
SMILES	UBC13 inh	Apaf1 inhib	Jurkat NFkB inh	EBI2 antag	697 NFkB inh	Gli-Sufu block	CCR6 antag	SENP8 inh
COc1ccc(/C=C2\SC(=Nc3ccccc3)NC2=O)cc1	-10	2	9	.	8	.	.	-14
COc1cc(OC)cc(-n2nnnc2SCC(=O)NCCc2ccc(OC)c(OC)c2)c1	4	-4	-4	4	15	-2	17	3
C/C(=N\O)C(=O)OC1CC(C)CCC1C(C)C (stereo unspecified)	6	25	12	8	-2	-2	-6	0
CC(C)OC(=O)c1cc(=O)[nH]c2ccccc12	24	-5	-6	-11	-6	3	29	-4
Cc1ccc(NC(=O)c2c(C(=O)Nc3ccccc3)sc3nc(C)cc(=O)n23)cc1	0	-13	-9	-14	10	-2	11	1
Cn1c(CNC(=O)c2ccc(F)cc2)nc2ccccc21	8	7	8	-1	2	7	7	-3
Cn1c(N)c(C(=O)COc2ccc(Cl)cc2Cl)c(=O)n(C)c1=O	-5	-5	-8	-3	-12	9	6	-5
CCOC(=O)COc1ccc(S(=O)(=O)c2ccc(OCC(=O)OCC)cc2)cc1	-4	-8	-13	-11	10	-1	8	-19
Cc1ccc(C(=O)NCCONC(=O)c2ccc(C)cc2)cc1	2	-1	-1	-1	2	3	-4	-4
C[C@H](CO)N1C[C@H](C)[C@@H](CN(C)Cc2ccc3c(c2)OCO3)Oc2ccc(NS(C)(=O)=O)cc2C1=O	1	0	-3	3	-1	-5	-6	10
COc1ccc(-c2ccc(S(=O)(=O)n3nc(OC(=O)c4cccs4)cc3N)cc2)cc1	-19	8	10	-6	-1	-17	10	-2
Cc1onc(-c2c(F)cccc2Cl)c1C(=O)NCc1ccco1	0	1	-1	-14	17	-4	6	2
COC(=O)c1ccc(NC(=S)NN2CCCCC2c2cccnc2)cc1 (stereo unspecified)	6	-3	2	4	20	-14	14	-2
CC(=O)Nc1ccc2c(c1)nc1n2CCOC1	-12	-7	-11	-5	0	-5	4	-11
CC1CCCCN1C(=O)CNCc1ccc(F)cc1 (stereo unspecified)	6	-3	-26	4	9	-16	-1	2
Nc1cccc2c3c(oc12)CCCC3	0	-6	-4	-11	9	-4	-4	5
CN(CC(=O)Nc1cccc(F)c1)C(=O)C1CSC2(C)CCC(=O)N12 (stereo unspecified)	-7	-3	-10	-5	-8	-8	10	-8
COC(=O)Cn1nnc(N2CCOCC2)n1	-6	-2	5	-11	7	4	7	-8
COc1ccc(-c2ccnc3ncnn23)cc1	9	-11	0	4	9	-5	-5	5
COc1ccc(C(=O)NC(C)c2ccncc2)cc1S(=O)(=O)N(C)Cc1ccccc1 (stereo unspecified)	-13	0	-9	6	1	-2	10	-9
COC(=O)/C(=C\C=C\c1ccccc1)NC(=O)c1ccccc1	-9	-3	-6	2	7	0	5	3
CCN(CCn1cccn1)Cc1cn[nH]c1-c1ccc(OC)cc1F	5	-7	-8	8	0	13	4	4
Cc1csc(NC(=O)CSc2nncn2C)n1	1	1	-22	-5	5	3	5	-10
Cc1ccc(C(=O)COC(=O)CSc2cccc3cccnc23)c(C)c1	10	2	8	-9	14	-9	10	2
CCc1noc(C)c1C(=O)OC(C)C(=O)NCc1ccc(OC)cc1 (stereo unspecified)	0	4	-1	-1	6	0	8	2

In another format: entries from further up.
> Cn1c(CNC(=O)c2ccc(F)cc2)nc2ccccc21
  UBC13 inh: 8
  Apaf1 inhib: 7
  Jurkat NFkB inh: 8
  EBI2 antag: -1
  697 NFkB inh: 2
  Gli-Sufu block: 7
  CCR6 antag: 7
  SENP8 inh: -3
> Cn1c(N)c(C(=O)COc2ccc(Cl)cc2Cl)c(=O)n(C)c1=O
  UBC13 inh: -5
  Apaf1 inhib: -5
  Jurkat NFkB inh: -8
  EBI2 antag: -3
  697 NFkB inh: -12
  Gli-Sufu block: 9
  CCR6 antag: 6
  SENP8 inh: -5
> CCOC(=O)COc1ccc(S(=O)(=O)c2ccc(OCC(=O)OCC)cc2)cc1
  UBC13 inh: -4
  Apaf1 inhib: -8
  Jurkat NFkB inh: -13
  EBI2 antag: -11
  697 NFkB inh: 10
  Gli-Sufu block: -1
  CCR6 antag: 8
  SENP8 inh: -19
> Cc1ccc(C(=O)NCCONC(=O)c2ccc(C)cc2)cc1
  UBC13 inh: 2
  Apaf1 inhib: -1
  Jurkat NFkB inh: -1
  EBI2 antag: -1
  697 NFkB inh: 2
  Gli-Sufu block: 3
  CCR6 antag: -4
  SENP8 inh: -4

Next section:
SMILES	UBC13 inh	Apaf1 inhib	Jurkat NFkB inh	EBI2 antag	697 NFkB inh	Gli-Sufu block	CCR6 antag	SENP8 inh
O=C(O)/C=C\C(=O)Nc1ccccc1C(=O)NCc1ccccc1	0	5	13	-1	2	-4	7	4
CCCCNC(=S)NNC(=O)c1csc(CC)c1	5	2	-33	-13	-42	-7	16	-2
C/C(=N\NS(=O)(=O)c1ccccc1)c1ccccc1	-6	5	-2	-1	9	-4	8	-10
Cc1cccc(NC(=O)CSCC(=O)N=c2sccn2C)c1	-6	0	-12	-6	-3	-11	7	-5
COC(=O)CSc1nc(-c2ccccc2)cc(-c2ccco2)c1C#N	10	12	-10	-4	-3	5	23	-2
Cc1ccc2c(c1)C=CC(C)N2C(=O)c1ccccc1 (stereo unspecified)	-2	-7	-13	0	12	-3	9	6
COc1ccc(S(=O)(=O)NCCSC(C)(C)C)cc1Cl	6	-7	8	-4	0	5	3	-5
COc1cc(O)c(CCC(=O)c2cc(OC)c(OC)c(OC)c2)c(OC)c1	6	-3	4	-9	6	0	-7	2
CCOc1ccccc1C1N(c2ccc(F)cc2)C(=O)C2CCCN21 (stereo unspecified)	10	-3	0	-5	-1	8	-20	-4
CCOC(=O)C1=C(C)Nc2nnnn2C1c1ccc(OC)c(Br)c1 (stereo unspecified)	-3	-4	1	6	-13	-9	0	3
CCOc1ccccc1C(=O)N1CCN=C1SC	2	-5	7	-2	28	6	-12	-3
CNCCCOc1cccc(Oc2ccccc2)c1	12	5	0	-6	12	2	7	-4
CC(=O)c1cccc(NS(=O)(=O)c2ccc(N/C=C\C(=O)c3ccc(F)cc3)cc2)c1	-10	8	7	3	-42	33	-3	0
Cc1cc(C)nc(N2CCCC(C(=O)NCCc3cccc(F)c3)C2)n1 (stereo unspecified)	5	-7	13	16	4	4	8	-3
Cc1sc(NC(=O)C2CC(Cl)=CCC2C(=O)O)c(C#N)c1C (stereo unspecified)	0	14	9	4	17	-5	-4	5
COc1ccccc1Cn1nnc2c(=O)[nH]c(C3CCN(C(=O)c4ccc(F)cc4)CC3)nc21	7	7	4	-15	22	-2	0	2
CC(=O)Nc1ccc(NC(=O)C(C)OC(=O)/C=C/c2cnc3ccccc3n2)cc1 (stereo unspecified)	0	-24	6	-14	11	-7	4	12
CCOC(=O)CC[C@H](NC(=O)Cn1cnc2c(OCc3ccccc3)ncnc21)C(=O)OCC	0	2	-4	-1	1	-19	-4	-10
CCCC(CCC(=O)OC)(C(=O)OCC)c1csc(N)n1 (stereo unspecified)	2	-5	13	-5	1	-5	-2	12
CCCN(CCC)Cc1c(C(=O)N/N=C/C(C)=C\c2ccco2)nnn1-c1nonc1N	-14	25	15	9	-14	-12	-14	1
Cc1cc2nc(SCCOC(=O)Nc3ccc(Cl)cc3)nc(C)c2cc1C	8	11	11	1	7	-3	-2	-1
Cc1noc(C)c1CSc1nnc(-c2c[nH]c3ccccc23)n1-c1ccc(Cl)cc1	-12	8	0	15	14	9	11	-1
CCCNC(=O)c1ccc2c(c1)C1C3CCC(C3)C1C(c1ccccc1)N2 (stereo unspecified)	0	20	2	-13	9	12	10	6
CCOc1cc(NC(=S)NCc2ccco2)c(OCC)cc1NC(=O)CC(C)C	6	-7	-2	-5	-7	-5	-3	-7
CCc1nnc(NC(=O)CSc2nc3ccccc3s2)s1	-1	-1	-1	-1	7	-20	-6	0

The listing continues:
SMILES	UBC13 inh	Apaf1 inhib	Jurkat NFkB inh	EBI2 antag	697 NFkB inh	Gli-Sufu block	CCR6 antag	SENP8 inh
O=C(NCc1cccs1)NC1CCCCC1	0	1	-15	1	5	-22	-2	1
COc1cc(C)ccc1OCC(=O)Nc1ccccc1N1CCOCC1	9	-10	5	7	-4	4	-12	3
N#Cc1ccc(NC(=O)Nc2ccc(Cl)cc2)cc1	5	7	-51	-17	-89	6	-9	-21
COc1ccc(N2CCN(CCCNC(=O)CCC(=O)N3CCOc4ccc(Cl)cc43)CC2)cc1	12	3	7	6	-24	8	3	1
CCCOc1ccc2oc(=O)c3c(c2c1)CCCN3C(=O)CN1CCN(C(=O)c2ccco2)CC1	4	1	4	.	-1	.	.	8
CCOc1ccc(NC(=O)COc2ccc(C(=O)NC(C)c3ccc(S(N)(=O)=O)cc3)cc2OC)cc1 (stereo unspecified)	1	3	19	-7	17	2	13	3

Screens as filed in PubChem.
